# VIM-2 inhibitor: VIM-2 metallo-beta-lactamase inhibitors, primary screen, biochemical, epi-absorbance readout, Pseudomonas aeruginosa enzyme. inhibition, % at 5.6 µM. actives 0.89% (n = 290,000). purified VIM-2, nitrocefin hydrolysis, epi-absorbance fluorescence;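 active = inhibition above the mean of all tested compounds plus 3 SD, cutoff set per screening run, cut at about 7.5% in these data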;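 also: red hydrolysis product quenches plate fluorescence so inhibitors raise well fluorescence; 0% = enzyme with DMSO and 100% = DMSO without enzyme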
# HCV NS3 hel inh: inhibitors of HCV NS3 helicase, primary screen, biochemical, Cy5 molecular beacon fluorescence; Hepatitis C virus NS3 helicase; NS3 helicase DNA unwinding; inhibition, % at 10.9 µM; actives 0.56% (n = 290,000); AID 1800, 2009;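 active = inhibition above the mean of all tested compounds plus 3 SD, set per campaign, cut at about 35% in these data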;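 also: 0% = DMSO wells and 100% = thioflavine S control wells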
#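 Material: hepatitis C virus NS3 helicase domain fragment enzyme; measured by: Cy5 fluorescence, 0 and 60 min reads; control set: DMSO and thioflavine S; incubation: 60 min unwinding reaction at 25 °C after ATP addition; read-out basis: % inhibition from 60/0 min fluorescence ratio, DMSO 0%, thioflavine S 100%; repeats: singlicate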
# OXTR ag: human OXTR agonists, primary screen, fluorescence, CHO-OTR cells, Fluo-8 calcium; AID 2435, 2010; Fluo-8 calcium fluorescence; normalized: DMSO 0%, oxytocin 100%; actives 0.32% (n = 320,000); Oxytocin receptor (Homo sapiens), P30559; activation, % at 3 µM;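 active = activation above the mean of all tested compounds plus 3 SD, cutoff set per screening run, cut at about 20% in these data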;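 also: peak over basal fluorescence ratio from a 100 s FLIPR kinetic read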
# IMP-1 inhibitor: IMP-1 metallo-beta-lactamase inhibitors, primary screen, biochemical, epi-absorbance readout, Pseudomonas aeruginosa enzyme. purified IMP-1, nitrocefin hydrolysis, epi-absorbance fluorescence. metallo-beta-lactamase IMP-1 (Pseudomonas aeruginosa). inhibition, % at 5.6 µM. actives 0.45% (n = 290,000);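 active = inhibition above the mean plus 3 SD of all compounds in the same screening run, cut at about 4.5% in these data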;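 also: 0% = IMP-1 with DMSO and 100% = DMSO wells lacking enzyme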
#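 System: purified recombinant IMP-1 beta-lactamase. Medium: Zinc- and detergent-supplemented HEPES buffer, pH 7.1. Compound: one 5.6 µM dose […]. Schedule: 15 min preincubation plus 25 min reaction at 25 °C. Technique: Epi-absorbance fluorescence, 480 nm excitation, 530 nm emission.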
# FID counter: compounds displacing fluorescent DNA intercalator, primary screen, artefact control for HCV NS3 helicase inhibitor project, biochemical, FID fluorescence; actives 0.17% (n = 290,000); inhibition, % at 7.9 µM; DNA fluorescent intercalator displacement; in the data active = inhibition above about 37%;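 also: 0% = vehicle and 100% = reference compound; higher means more ethidium bromide displaced from hairpin DNA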
# V1R ag counter: agonists of human V1a receptor, primary screen, counter-screen for OXTR agonist project, fluorescence, CHO-V1R cells; actives 0.25% (n = 320,000); AID 2797, 2010; activation, % at 3 µM; Fluo-8 calcium fluorescence, agonist mode; 0% DMSO, 100% 3 nM vasopressin; Vasopressin V1a receptor (Homo sapiens), P37288;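 active = activation above the mean activation of all tested compounds plus 3 SD, per screening run, cut at about 20% in these data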;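 also: signal is peak over basal fluorescence ratio across a 100 second FLIPR read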
# PHOSPHO1 inh: PubChem AID 1565 | recombinant PHOSPHO1, absorbance phosphatase assay | inhibition, % at 13.3 µM | actives 1.1% (n = 290,000); in the data active = inhibition above about 60%
# GPR7 antag: GPR7 receptor antagonists, primary screen, cell-based, fluorescence, single concentration; Neuropeptides B/W receptor type 1 (Homo sapiens), P48145; GPR7-expressing cells, fluorescence antagonist assay; inhibition, % at 4.4 µM; actives 1.1% (n = 290,000); in the data active = inhibition above about 16%, passing the limit was not always enough;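 also: cells stimulated with the agonist NPW; 0% = agonist with vehicle and 100% = vehicle without agonist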
# Target sequence (P48145 whole entry, looked up): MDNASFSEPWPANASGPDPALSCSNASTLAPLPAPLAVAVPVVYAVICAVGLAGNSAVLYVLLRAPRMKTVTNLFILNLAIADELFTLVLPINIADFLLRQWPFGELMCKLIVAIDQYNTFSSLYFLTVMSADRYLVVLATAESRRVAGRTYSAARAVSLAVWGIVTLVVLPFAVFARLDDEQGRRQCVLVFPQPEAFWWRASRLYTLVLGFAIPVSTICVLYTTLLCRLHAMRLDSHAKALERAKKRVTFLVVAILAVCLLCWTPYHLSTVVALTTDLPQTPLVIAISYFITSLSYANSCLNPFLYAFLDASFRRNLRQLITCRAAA
# The depositor's hits bear a star; & = joins results of further samples. The list is partial; count on the stated rates, not on these rows.
SMILES,VIM-2 inhibitor,HCV NS3 hel inh,OXTR ag,IMP-1 inhibitor,FID counter,V1R ag counter,PHOSPHO1 inh,GPR7 antag
CC[C@@H]1C(=O)OC[C@@H]1Cc1cncn1C,-1.1&-2.8&-0.9,0.0&-10.0&-6.2,0.0&-0.1,-4.5&-3.0&-0.9,-2.4&2.1&-0.2,1.2&0.3,-6.3&11.8,-7.0&-8.1&-11.8
